CHO-K1 Ca PAM: nonselective activator or artifact in parental CHO-K1 calcium assay. activation, % at 3 µM. ATP EC20, Fluo-8 calcium fluorescence; 0% at ATP EC20, 100% at ATP max. actives 0.02% (n = 360,000);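 active = activation above the run cutoff, the mean activation of all test compounds plus 3 SD, cut at about 40% in these data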;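 also: peak over basal fluorescence ratio in a 140 s read after ATP addition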
CHO-K1 Ca antag: nonselective inhibitor or artifact in parental CHO-K1 cells. ATP-induced calcium, Fluo-8 fluorescence. inhibition, % at 3 µM. actives 0.6% (n = 360,000);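 active = inhibition above a per-plate cutoff, the plate's mean sample inhibition plus 3 SD, cut at about 24% in these data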;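 also: 0% = DMSO plus EC80 ATP and 100% = DMSO alone without ATP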
CHO parental Ca: counter-screen for OX1R antagonists: effect in parental CHO cells | inhibition, % at 5.6 µM | AID 463079 | parental CHO-K1, ATP-induced calcium, Fluo-8 fluorescence | actives 0.63% (n = 330,000);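 active = inhibition above that plate's mean sample inhibition plus 3 SD, cut at about 26% in these data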;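 also: 0% = ATP-challenged DMSO wells and 100% = DMSO wells without ATP; some compounds past the cut are filed as inactive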
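test system = CHO parental line | reagent = ATP stimulus | measured by = intracellular calcium via Fluo-8 no-wash fluorescent dye | control set = ATP and no-ATP DMSO wells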
OXTR potentiator: human OXTR potentiation | CHO-OTR cells, Fluo-8 calcium fluorescence, potentiator mode; 0% = oxytocin EC15, 100% = EC100 | actives 0.061% (n = 320,000) | activation, % at 3 µM | P30559;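 active = activation above that plate's cutoff, the mean activation of tested compounds plus 3 SD, cut at about 6.6% in these data, passing the limit was not always enough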;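 also: 100% uses oxytocin at 75 nM as the full agonist control; some results filed as inactive read as strong as hits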
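System: human OTR in CHO cells / Also added: sub-maximal oxytocin, roughly EC15 / Control set: EC15 oxytocin low, 75 nM oxytocin high / Schedule: 6 min compound pre-incubation at room temperature, 100 s kinetic read / Compound: single-point 3.0 µM / Replication: singlicate / Technique: Fluo-8 calcium dye fluorescence / Read-out basis: % activation of max/min ratio relative to oxytocin controls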
TAAR1 agonist: agonists of human TAAR1. CHO RD-HGA16 TAAR1, Fluo-8 calcium fluorescence; vehicle wells 0%, saturating PEA agonist 100%. activation, % at 3 µM. actives 0.99% (n = 360,000). AID 624467;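 active = activation above the mean activation of all test compounds in the run plus 3 SD, cut at about 38% in these data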
Target sequence (Q96RJ0 whole entry, looked up): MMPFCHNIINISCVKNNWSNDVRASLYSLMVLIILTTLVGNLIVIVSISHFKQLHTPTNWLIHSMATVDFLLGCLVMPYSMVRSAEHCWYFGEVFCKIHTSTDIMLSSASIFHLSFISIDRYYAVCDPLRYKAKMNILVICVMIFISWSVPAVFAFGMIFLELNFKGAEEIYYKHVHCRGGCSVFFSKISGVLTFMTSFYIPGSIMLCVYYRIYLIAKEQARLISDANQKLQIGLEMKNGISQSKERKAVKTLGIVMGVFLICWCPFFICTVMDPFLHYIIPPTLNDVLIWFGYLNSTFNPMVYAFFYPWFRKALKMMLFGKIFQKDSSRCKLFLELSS
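Repeats: no replicates (n 1) | Material: CHO-derived RD-HGA16 cells with stable Gα16 and human TAAR1 | Technique: Kinetic Fluo-8 calcium fluorescence | Schedule: 17-24 h seeding, 75 min 37 °C dye, 30 min RT | Evaluation: % activation from peak over basal fluorescence ratio, DMSO-to-PEA scaled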
CHRM1 antagonist: antagonists of human M1 muscarinic receptor; P11229; CHO-K1 hM1, Fluo-8 calcium fluorescence, ACh EC80 antagonist; inhibition, % at 3 µM; actives 1.3% (n = 360,000); AID 588852;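 active = percent inhibition above its own plate's cutoff, namely the mean of that plate's compound wells plus 3 SD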;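 also: peak over basal fluorescence ratio during 140 s after agonist addition; 0% = ACh EC80 plus DMSO and 100% = DMSO alone without agonist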
Target sequence (P11229 whole entry, looked up): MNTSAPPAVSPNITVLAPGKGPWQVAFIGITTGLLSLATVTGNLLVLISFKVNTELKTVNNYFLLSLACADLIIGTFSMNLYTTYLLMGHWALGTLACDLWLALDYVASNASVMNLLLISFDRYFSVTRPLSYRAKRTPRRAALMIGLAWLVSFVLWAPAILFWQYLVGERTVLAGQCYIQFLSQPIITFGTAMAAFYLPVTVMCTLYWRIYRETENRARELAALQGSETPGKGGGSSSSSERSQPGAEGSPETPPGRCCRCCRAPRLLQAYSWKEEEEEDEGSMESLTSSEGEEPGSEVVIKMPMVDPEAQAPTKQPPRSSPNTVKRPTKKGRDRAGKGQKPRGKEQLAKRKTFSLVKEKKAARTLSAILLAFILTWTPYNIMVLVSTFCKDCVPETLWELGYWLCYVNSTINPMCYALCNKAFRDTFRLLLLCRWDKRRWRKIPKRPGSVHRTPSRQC
TAAR1 antag: human TAAR1 antagonism | actives 1.5% (n = 360,000) | CHO RD-HGA16 TAAR1, Fluo-8 calcium fluorescence, antagonist | Q96RJ0 | AID 624466 | inhibition, % at 3 µM;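 active = inhibition above a per-plate cutoff, the mean inhibition of test compounds on that plate plus 3 SD, cut at about 49% in these data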;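 also: 0% = DMSO plus EC80 beta-PEA response and 100% = DMSO alone without agonist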
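Assay system: RD-HGA16 CHO cells with stable hTAAR1 and Gα16 / Reagent: EC80 β-phenethylamine stimulus / Doses: 3 µM, single point / Timing: dye loading 75 min at 37 °C, then 30 min room temperature / Measured by: Fluo-8 intracellular calcium dye fluorescence, real-time kinetic reads / Controls: vehicle wells and EC80 agonist wells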
M1 ag parental: nonselective activator or artifact in parental CHO-K1 cells. actives 0.48% (n = 360,000). activation, % at 3 µM. Fluo-8 calcium fluorescence; scaled to maximal ATP response, vehicle zero; in the data active = activation above about 15%;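 also: untransfected CHO-K1 host cells lacking M1 receptor as counterscreen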
CHRM1 agonist: agonists of human M1 muscarinic receptor. P11229. activation, % at 3 µM. CHO-K1 hM1, Fluo-8 calcium fluorescence, agonist mode; 0% DMSO, 100% acetylcholine EC100. actives 0.33% (n = 360,000);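 active = activation above the run's mean compound activation plus 3 SD, cut at about 16% in these data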;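 also: peak over basal fluorescence ratio within a 140 s kinetic read after compound addition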
Numbers without * were called inactive; · = no result given. Compounds were not picked by outcome; 4.2% or so of the library scored in one or more.

SMILES	CHO-K1 Ca PAM	CHO-K1 Ca antag	CHO parental Ca	OXTR potentiator	TAAR1 agonist	CHRM1 antagonist	TAAR1 antag	M1 ag parental	CHRM1 agonist
CC(C)Cn1c(CN2CCCCC2C)nc2c1c(=O)n(C)c(=O)n2C (stereo not drawn)	12	-4	-7	-5	-1	-10	14	0.6	-8
Cc1noc(C)c1COc1ccc(C(=O)OCC(=O)Nc2ccc3ccccc3c2)cc1	-8	23	-5	-2	7	6	43	0.2	-5
Cc1ccc(-n2ncc3c(=O)n(CC(=O)N4CCN(c5ccccc5F)CC4)cnc32)cc1C	18	-15	-23	0	4	-17	-8	0.5	-2
O=C(CSc1nnc2scc(-c3ccc(Cl)cc3)n12)NCc1ccc2c(c1)OCO2	5	-21	-16	3	·	-12	·	1.6	-4
COc1ccc(C(=O)Nc2cc(C)on2)cc1S(=O)(=O)N1CC(c2ccccc2)CC1=O (stereo not drawn)	7	-5	-16	5	11	-1	8	0.1	-7
O=C(Nc1ccc(Cl)cc1C(=O)N1CCOCC1)c1cccc([N+](=O)[O-])c1	·	·	-7	-9	1	·	4	·	·
CN=C1SC(CC(=O)Nc2ccc(N3CCOCC3)cc2)C(=O)N1C (stereo not drawn)	3	-22	-1	0	0	-12	12	0.2	-1
O=C(Nc1ccc(Cl)c(S(=O)(=O)N2CCCCC2)c1)C1=COCCO1	5	-10	-23	-11	7	-11	-3	1.9	-3
CC(C)c1ccccc1	-1	-18	-9	-3	0	-5	1	0.3	-1
Cc1ccc(NC(=O)N2CCOCC2)cc1NC(=O)N1CCOCC1	13	-12	·	·	3	-16	-12	0.9	0
O=C(COC(=O)/C=C/c1cccc(C(F)(F)F)c1)NC(=O)NCc1ccco1	5	-16	-11	-5	-1	-16	-4	-0.5	0
O=c1[nH]c(CSc2ccccc2)nc2c1oc1ccccc12	22	-9	-15	0	0	-9	-31	1.6	-2
O=C(Nc1nnc(COc2ccccc2)s1)c1ccco1	7	3	7	-4	11	-12	-15	-0.3	2
O=C(CSc1nnc(-c2ccccn2)n1Cc1ccco1)c1ccccc1	20	-8	-18	-17	4	-7	21	2.8	-1
Cc1ccc(NCC(=O)N/N=C/c2cccc(Oc3ccccc3)c2)cc1	27	-12	-25	-4	10	-4	31	-0.4	-1
COC(=O)c1ccccc1N1CCS(=O)(=O)CC1	10	-4	-10	-3	2	11	-6	1.1	-2
CN(C(=O)CC1C(=O)NCCN1Cc1ccccc1C(F)(F)F)C1CCOCC1 (stereo not drawn)	4	-3	7	-5	1	-1	-10	0.1	-1
CCN(CC(=O)Nc1ccc2c(c1)OCCO2)CC(=O)Nc1ccccc1C(F)(F)F	6	2	-2	-1	2	21	8	0.4	-1
Cc1ccc(C(=O)Nc2c(C)n(C)n(-c3ccccc3)c2=O)cc1S(=O)(=O)N1CCCCC1	6	-11	-11	-8	9	6	-3	-0.3	-9
COc1ccc(-c2cn3c(C)c(C(=O)N4CCN(c5ccc(F)cc5)CC4)sc3n2)cc1	16	-14	-15	-5	1	-8	-8	0.5	1
Cc1ccccc1NC(=O)C(NC1CCCCC1)C(C)C (stereo not drawn)	7	-8	-8	-5	-1	-13	-1	1.1	-4
Cc1cccc(NC(=O)c2nc[nH]c2C(=O)N[C@@H](C)C(=O)OCc2ccccc2)c1	8	-20	-29	-14	5	-12	47	-0.1	-5
O=C(CCN1N=C(c2ccccc2)CCC1=O)NCC1CCCO1 (stereo not drawn)	-11	1	6	-1	0	-6	-5	-0.5	-1
COC(=O)C1(C)NC(c2ccc(F)cc2)C2C(=O)N(c3ccc(C)cc3)C(=O)C21 (stereo not drawn)	9	-15	5	-2	-1	-24	-17	-0.3	-4
COc1ccc(OC)c(NC(=S)N2CCc3ccccc3C2)c1	16	7	-9	-4	69*	10	38	0.4	-9

The results go on:
SMILES	CHO-K1 Ca PAM	CHO-K1 Ca antag	CHO parental Ca	OXTR potentiator	TAAR1 agonist	CHRM1 antagonist	TAAR1 antag	M1 ag parental	CHRM1 agonist
CC(=O)c1ccc(S(=O)(=O)N(C)CC(=O)Nc2cc(C)on2)cc1	-7	-2	·	·	2	2	-24	0.3	-1
COc1ccc(C(=O)OCCN2CCCCC2)cc1	11	-1	-22	-8	4	-8	4	0.1	-14
Cc1cc(C)n2ncc(S(=O)(=O)c3ccccc3)c2n1	15	-12	-15	-11	0	2	0	1.9	-3
Cc1nn(-c2ccccn2)c2c1C(=O)CC(C)(C)C2N=[N+]=[N-] (stereo not drawn)	0	1	·	·	9	20	-25	1.2	-5
CC(C)Oc1ccc(CN2CCC2(C)C(=O)Nc2ccc3c(c2)OCO3)cc1 (stereo not drawn)	21	-6	·	·	3	17	-45	0.0	-4
COc1ccc(S(=O)(=O)O/N=C2\CCSc3ccc(C)cc32)cc1	23	-19	-6	-2	4	-4	16	0.7	-6
C=CCCOc1ccccc1C(N)=O	15	0	-9	4	4	-16	-16	0.2	0
O=C(c1ccc(Cl)cc1)N1CCC(c2nc(-c3cccs3)no2)CC1	18	-6	-18	-12	4	-2	-3	4.1	-3
Cc1cccc(NC(=O)c2cnc3sccn3c2=O)c1C	20	-11	·	·	0	-9	-7	0.8	1
COc1ccc(S(=O)(=O)CCC(=O)N2CCN(c3ccc(F)cc3)CC2)cc1	18	-10	-5	-9	3	-7	-1	5.0	-5
O=C(C1CC(=O)N(c2ccc3c(c2)OCCO3)C1)N1CCN(S(=O)(=O)c2ccc(F)cc2)CC1 (stereo not drawn)	9	-15	·	·	6	5	0	0.4	-7
CC(=O)C1=C(O)C(=O)N(CCC(=O)O)C1c1ccc(Cl)cc1Cl (stereo not drawn)	12	-22	-9	-6	8	-4	4	-0.3	2
COc1ccc(OCCCC(=O)Nc2cc(Cl)ccc2-n2cncn2)cc1	4	-4	-18	-4	-2	-12	-9	2.7	1
COc1ccc(-c2ccc3oc(-c4ccsc4)cc(=O)c3c2)cc1F	4	-17	-6	-4	15	-6	6	0.3	-1
Oc1ccc2c(c1)c1ccccc1c1ncccc21	12	-10	·	·	6	-8	15	1.4	0
COc1cc(Cl)c(C)cc1NC(=O)CN(C)Cc1cccc(OC)c1OC	19	-14	-4	-10	7	10	8	4.2	-2
O=C(CS(=O)(=O)c1ccccc1)Nc1ccccn1	3	-6	-6	-9	2	-4	-12	0.5	-2
O=C(NCC(=O)N1CCN(S(=O)(=O)c2ccc3c(c2)OCCO3)CC1)c1ccccc1Cl	2	0	-18	-1	12	-7	8	0.0	-2
COC(=O)c1ccc(NC(=O)COc2ccc(S(=O)(=O)N3CCCCC3)cc2)cc1	-11	8	-6	-5	5	7	24	0.4	-4
Cc1ccc(-n2c(-c3ccc(Cl)cc3)n[nH]c2=S)c(C)c1	14	1	-13	-3	-1	-13	-30	2.4	-5
Cc1cc(-c2ccc(S(=O)(=O)N(C)Cc3ccccc3)cc2)on1	12	-8	38*	-11	9	16	65*	5.4	0
COc1ccc2occ(C(=O)c3cccs3)c2c1	-3	15	-11	-1	6	-9	4	-0.2	-7
O=C1CS/C(=N/N=C/c2ccccc2OS(=O)(=O)c2ccccc2)N1	29	-19	-4	-5	5	-2	-8	1.2	0
O=C(COC(=O)c1ccc(Cl)nc1)Nc1nnc(-c2ccccc2)o1	3	-2	-5	2	-1	2	-21	2.8	-1
CC(C)(C)C(=O)Nc1nc(-c2ccccc2)ns1	4	1	-5	-6	6	10	6	4.5	-3

4 compounds out of the list above, ordered by the value under CHRM1 antagonist, ascending:
| compound | CHRM1 antagonist |
| --- | --- |
| Oc1ccc2c(c1)c1ccccc1c1ncccc21 | -8 |
| COc1ccc(S(=O)(=O)O/N=C2\CCSc3ccc(C)cc32)cc1 | -4 |
| CC(=O)c1ccc(S(=O)(=O)N(C)CC(=O)Nc2cc(C)on2)cc1 | 2 |
| Cc1nn(-c2ccccn2)c2c1C(=O)CC(C)(C)C2N=[N+]=[N-] (stereo not drawn) | 20 |

(further entries)
SMILES	CHO-K1 Ca PAM	CHO-K1 Ca antag	CHO parental Ca	OXTR potentiator	TAAR1 agonist	CHRM1 antagonist	TAAR1 antag	M1 ag parental	CHRM1 agonist
COc1cccc2cc(C(=O)OCC(=O)NCc3ccc4c(c3)OCO4)c(=O)oc12	26	-13	4	-3	-4	1	-8	1.4	-2
COc1ccc(C(=O)NCc2nc3ccccc3[nH]2)cc1OC	7	4	-6	4	1	-9	9	0.3	-1
COc1cc(OC)c2c(=O)cc(-c3cccnc3)oc2c1	-28	-9	-4	-13	-1	-20	-3	0.9	-4
O=C(NNS(=O)(=O)c1ccc([N+](=O)[O-])cc1)c1cnn(-c2ccccc2)c1-n1cccc1	14	-2	-16	-12	6	-1	-1	1.5	-1
COc1ccc2nc(N(CCN(C)C)C(=O)/C=C/c3cccs3)sc2c1	7	-10	-12	1	3	-1	-4	3.4	-2
Cc1ccc(SC(C)C(=O)Nc2ccccc2-c2ccccc2)cc1 (stereo not drawn)	32	-15	-25	-4	6	-12	31	0.3	-10
CCOc1ccc(OCCCN(C)C)cc1	13	-7	-4	-6	4	-6	-14	0.3	-2
CC(C)NS(=O)(=O)c1ccc(OCC(=O)Nc2ccc3c(c2)OCO3)c(Cl)c1	-5	10	-9	-15	6	-37	33	2.1	2
COc1ccc(N(CC(=O)NC(C)c2ccccc2)S(=O)(=O)c2ccc(C)cc2)cc1 (stereo not drawn)	25	-18	-26	-29	-1	-13	1	1.0	-8
O=C(NN1C(=O)c2ccccc2NC1c1ccoc1)c1ccccc1 (stereo not drawn)	-4	-7	8	-6	2	4	-3	0.1	-2
Cc1c(Nc2nc(-c3cccc([N+](=O)[O-])c3)cs2)c(=O)n(-c2ccccc2)n1C	-2	-8	-7	8	-1	-4	4	0.5	-8
CC1=NOC(=O)/C1=C\c1ccc2c(c1)OCO2	23	-15	0	-4	-1	1	25	0.9	-3
CC(C)Sc1nnc([C@H](C)NC(=O)OC(C)(C)C)o1	16	-4	-5	-2	5	2	-1	0.6	-3
CCCOc1cccc(-c2cc(C(=O)N/N=C/c3cccnc3)c3ccccc3n2)c1	-21	7	·	·	4	10	54*	4.3	0
Cc1ccc(CNC(=O)COC(=O)COc2ccc(C#N)cc2)cc1	-11	-11	-4	-5	-1	-7	15	0.2	-1
